Screening results deposited in PubChem BioAssay by National Center for Advancing Translational Sciences (NCATS).
RGS12 GoLoco inh: RGS12 GoLoco-Gai1 interaction inhibition; P63096; Gai1:RGS12 GoLoco peptide FP, rhodamine, 10 min; Potency, µM (top dose mostly 61.6 µM), inactives show at the top dose activity, negative = inhibition, actives largely listed as inhibitors; 230,000 tested, 0.44% active; AID 880; active = well fitted inhibition curve with a large enough effect, not every such curve was filed as active; inactive = no such curve, though single readings can be large or run the other way; also: nearly all actives have a fitted effect of over 30% in size; many of its hits are not listed in these tables
Tau ThT inhib: blocks human tau fibril formation measured by thioflavin T. P10636. Potency, µM (series often up to 57.4 µM), for inactives: top-dose activity, negative = inhibition, actives largely listed as inhibitors. recombinant tau K18 P301L (four-repeat tau fragment), heparin-induced fibrillization, ThT fluorescence. 270,000 tested, 2.1% active; also: nearly all actives have a fitted effect of over 55% in size
Target sequence (P10636 561-689 P618L limits assumed): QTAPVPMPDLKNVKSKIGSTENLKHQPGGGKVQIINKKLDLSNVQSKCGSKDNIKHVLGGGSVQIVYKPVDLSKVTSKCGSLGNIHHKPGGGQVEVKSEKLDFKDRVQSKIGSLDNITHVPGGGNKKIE
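Heparin-induced (20 uM) aggregation of recombinant human K18 P301L tau, 15 uM unlabeled with 0.24 uM labeled, pH 7 acetate buffer, 6 hr at 37 C with compound. Fibrils quantified by 30 uM ThT fluorescence after 1 hr ambient incubation.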
TRb SRC2 PPI: inhibitors of human thyroid hormone receptor beta-SRC2 interaction; TRbeta-SRC2 peptide binding, fluorescence polarization; receptor liganded with 1 µM T3; Potency, µM (titrated, usually from 106 µM), for inactives: top-dose activity change, negative = inhibition, actives largely listed as inhibitors; 280,000 tested, 0.065% active;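 also: plate controls were bound peptide for no effect and peptide without receptor for full effect; nearly all actives have a fitted effect of over 50% in size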
Target sequence (P10828 whole entry, looked up): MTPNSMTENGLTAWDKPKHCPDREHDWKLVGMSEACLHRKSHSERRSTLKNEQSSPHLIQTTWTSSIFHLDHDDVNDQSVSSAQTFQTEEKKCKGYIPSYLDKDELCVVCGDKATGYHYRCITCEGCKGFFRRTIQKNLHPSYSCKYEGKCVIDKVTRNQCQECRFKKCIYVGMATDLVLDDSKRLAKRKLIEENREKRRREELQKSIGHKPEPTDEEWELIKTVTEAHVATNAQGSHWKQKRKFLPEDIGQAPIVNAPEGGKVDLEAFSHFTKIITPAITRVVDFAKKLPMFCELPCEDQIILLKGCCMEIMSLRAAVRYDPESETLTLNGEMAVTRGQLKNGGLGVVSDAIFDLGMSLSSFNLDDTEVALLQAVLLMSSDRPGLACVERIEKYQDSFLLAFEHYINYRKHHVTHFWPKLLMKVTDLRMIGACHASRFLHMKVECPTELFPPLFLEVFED
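Human TRb LBD (0.6 uM) plus Texas Red-labeled SRC2 peptide (20 nM), 1uM T3, 5% DMSO, 5 hr at ambient temperature. Decreased polarization (555/632 nm) flags inhibition; data normalized to free and bound peptide controls.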
TR SRC2 fluor cs: counter-screen for TRb-SRC2 inhibitors: fluorescence interference. Potency, µM (highest dose often 106 µM), without a hit: at the top dose fluorescence change, negative = quenching. 280,000 tested, 0.29% active. TRb/SRC2 Texas Red total fluorescence interference; active = well fitted curve in either direction with a large enough effect; inconclusive = small, poorly fitted or top-dose-only effect
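Human TRb ligand-binding domain at 0.6 uM with 20 nM Texas Red SRC2 peptide in Tris buffer containing 1 uM T3 and 5% DMSO, incubated with compound 5 h at ambient temperature. Total fluorescence (555/632 nm) calculated as parallel + 2 × perpendicular.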
KDM4E inh: blocks human JMJD2E demethylase activity | 230,000 tested, 1.6% active | AID 2147 | Potency, µM (series often up to 57.1 µM), inactives show at the top dose activity change, negative = inhibition, usual class: inhibitors | B2RXH2 | JMJD2E catalytic domain, FDH-coupled NADH fluorescence (FDH is formaldehyde dehydrogenase); active = well fitted inhibition curve with a large enough effect, not every such curve was filed as active; inconclusive = small, poorly fitted or top-dose-only effect, or another doubt; inactive = no such curve, though single readings can be large or run the other way;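 also: 0% = wells with enzyme and -100% = buffer wells without enzyme; nearly all actives have a fitted effect of over 50% in size; many of its hits are not listed in these tables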
Target sequence (B2RXH2 1-337 limits assumed): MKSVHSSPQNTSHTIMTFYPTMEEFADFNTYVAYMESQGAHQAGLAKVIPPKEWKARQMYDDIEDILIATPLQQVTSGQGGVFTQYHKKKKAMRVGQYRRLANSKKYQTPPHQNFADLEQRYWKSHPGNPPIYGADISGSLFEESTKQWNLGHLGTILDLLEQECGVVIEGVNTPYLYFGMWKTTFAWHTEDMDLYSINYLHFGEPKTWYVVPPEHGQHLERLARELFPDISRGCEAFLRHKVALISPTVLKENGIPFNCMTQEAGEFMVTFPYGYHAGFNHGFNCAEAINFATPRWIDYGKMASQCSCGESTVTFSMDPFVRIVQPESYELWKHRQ
RECQ1 inh: RECQ1 (human) helicase inhibition; AID 2549; P46063; 240,000 tested, 0.54% active; Potency, µM (top dose mostly 57.3 µM), inactives show at the top dose activity, negative = inhibition, actives largely listed as inhibitors; RECQ1 DNA unwinding, red fluorescence kinetic read;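 also: plate controls were vehicle for no effect and no enzyme for full effect; nearly all actives have a fitted effect of over 30% in size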
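RECQ1T1 50 nM; forked duplex (20 bp + 30-nt ss tails) 200 nM, ATP 2 mM final; pH 8.0, 2 mM MgCl2, 2.5 ug/ml poly(dI-dC); 15 min compound preincubation; discontinuous kinetic read over 2 h at RT.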
L3MBTL1 block: L3MBTL1 (human) inhibition; Q9Y468; AlphaScreen L3MBTL1–H3K9me1 peptide binding; Potency, µM (top dose mostly 57.1 µM), for the others: at the highest dose activity, negative = inhibition, usual class: inhibitors; 230,000 tested, 0.66% active; also: nearly all actives have a fitted effect of over 60% in size
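L3MBTL1 50 nM + b-AHA-H3(1-15)K9me1 75 nM, 30 min RT; compound added, 30 min RT; streptavidin donor/Ni-chelate acceptor beads 10 ug/mL each final, 30 min RT dark; AlphaScreen read.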
Tau fibril FP: inhibitors of human tau fibril formation; 280,000 tested, 0.39% active; P10636; Potency, µM (top dose mostly 57.7 µM), for the others: at the highest dose activity, negative = inhibition, most hits filed as inhibitors; K18 P301L tau heparin fibrillization, Alexa594 FP, 6 h; also: nearly all actives have a fitted effect of over 55% in size
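Human K18 P301L fragment (15 uM unlabeled plus 0.24 uM Alexa 594-labeled) in 100 mM sodium acetate pH 7 with compound, aggregation induced by 20 uM heparin for 6 hr at 37 C. ThT (30 uM) added for 1 hr, then Alexa 594 FP read.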
Numbers without * were called inactive; i = inactive; ? = inconclusive; . = no result given; [ ] = remark or other dose. Unless noted, calls follow the shape of the dose curve; as a rule, active = well fitted curve in the direction sought with a large enough effect; inconclusive = small, poorly fitted or top-dose-only effect, or another doubt; inactive = no such curve, though single readings can be large; an effect the other way counts as inactive or inconclusive. Unless noted, % is scaled to controls: 0 for no effect and ±100 for the full control effect; potency is read from the fitted curve at half-maximal effect.

SMILES	RGS12 GoLoco inh	Tau ThT inhib	TRb SRC2 PPI	TR SRC2 fluor cs	KDM4E inh	RECQ1 inh	L3MBTL1 block	Tau fibril FP
CCN(C(=S)Nc1ccc(Oc2ccccc2)cc1)c1ccccc1	.	-7%	10%	-1%	-1%	1%	?	-3%
CN(c1cccc(NC(=O)CN(c2cccc(Cl)c2)S(=O)(=O)c2ccccc2)c1)S(C)(=O)=O	.	-1%	-4%	-6%	5%	-15%	0%	-19%
C/C(=N/NC(=O)c1ccncc1)c1c[nH]c2ccccc12	-2%	-16%	6%	0%	12%	i	.	-3%
O=C(O)CCn1cc(/C=C\C(=O)c2ccc(Cl)cc2)c(-c2cccc(Br)c2)n1	9%	?	6%	-5%	-9%	-17%	2%	3%
O=C(Nc1ccc(OCc2ccccc2)cc1)Nc1ccccc1C(=O)NCCCN1CCOCC1	1%	?	-1%	0%	-45%	-6%	-13%	2%
CC(C)NC(=O)c1ccc(C2SCC(=O)N2Cc2ccccc2)cc1 (stereo unspecified)	-6%	-6%	-7%	-7%	-7%	7%	?	9%
CCN(CC)C(=O)Cn1cnc2sc(C(=O)N3CCN(Cc4ccc5c(c4)OCO5)CC3)c(C)c2c1=O	1%	-12%	-3%	-1%	-2%	0%	.	4%
O=C1NC(Cc2ccccc2)C(=O)N1CC(=O)N1CCCc2ccccc21 (stereo unspecified)	5%	-6%	-14%	-3%	?	7%	15%	-12%
O=C(Nc1ccc(F)cc1)[C@@H](c1ccccc1)N1Cc2ccccc2C1=O	.	0%	3%	-2%	.	.	.	-3%
CN(C)C(CNC(=O)c1ccc(NC(=O)CC#N)cc1)c1ccccc1 (stereo unspecified)	9%	-13%	3%	-5%	-24%	0%	-29%	1%
COc1ccc(/C=C/C(=O)Oc2ccc(C)c(C)c2)cc1OC	48%[activator]	-19%	-4%	-1%	?	-18%	.	-6%
Cc1c(C(=O)C(=O)N2c3ccc(F)cc3CCC2C)c2ccccc2n1C (stereo unspecified)	-5%	10%	9%	0%	-1%	2%	-6%	-5%
N#CCCCn1c(=O)oc2ccccc21	14%	3%	-3%	-2%	7%	i	7%	2%
O=S(=O)(Nc1ccc(-n2cccc2)cc1)c1ccccc1	3%	-5%	-4%	-5%	-4%	-10%	-12%	-2%
CCN(CC)CC(=O)NC12CC3CC(CC(C3)C1)C2	14%	-2%	-13%	-4%	2%	-2%	.	5%
O=C(Cn1nnc2ccccc2c1=O)Nc1ccc2c(c1)CCC2	4%	0%	-3%	-1%	4%	-3%	-3%	0%
COc1ccc(C(=O)Nc2nccs2)cc1[N+](=O)[O-]	11%	0%	-7%	0%	16%	4%	0%	8%
COc1cc(/C=C/C(=O)OCC(=O)Nc2ccc(S(=O)(=O)N3CCCC3)cc2)ccc1O	10%	-14%	-6%	-2%	?	0%	0%	?
Cc1ccccc1Cn1c(=N)n(CC(=O)c2ccc([N+](=O)[O-])cc2)c2ccccc21	-1%	?	0%	-2%	0%	-2%	0%	7%
COc1cc(N2CCCC2)ccc1[N+](=O)[O-]	7%	-1%	-5%	-1%	-2%	-5%	17%	5%
COC(=O)CC1c2ccccc2C=C(C2CC2)N1C(=O)OC (stereo unspecified)	3%	-8%	10%	-2%	3%	-1%	.	-1%
Cn1cccc1/C=C1\SC(=S)N(NC(=O)c2ccc(F)cc2)C1=O	103%[activator]	3.5µM*	-5%	-1%	-7%	-6%	?	-13%
Cc1c(C(=O)N2CCN(C)CC2)oc2c1C(=O)CC(C)(C)C2	-1%	0%	3%	-10%	3%	-11%	-3%[11.4 µM]	9%
CN(C)c1nc(C#N)nc(N(C)C)n1	4%	-3%	1%	-1%	-1%	i	.	2%
Cc1cc(C)c2oc(-c3ccc(C)c(NC(=S)NC(=O)/C=C/c4ccco4)c3)nc2c1	19%	-15%	20%	-1%	-3%	0%	-4%	4%
Following part:
SMILES	RGS12 GoLoco inh	Tau ThT inhib	TRb SRC2 PPI	TR SRC2 fluor cs	KDM4E inh	RECQ1 inh	L3MBTL1 block	Tau fibril FP
COc1cccc(CNC(=O)CCNS(=O)(=O)c2ccc3c(c2)CCCC(=O)N3)c1	.	1%	-2%	-2%	.	.	.	3%
O=C1CC(c2ccco2)CC(O)=C1C=NCC1NCCc2ccccc21 (stereo unspecified)	5%	?	-8%	-6%	20µM*	-27%	2%	-7%
CCCCC(=O)N1C/C=C\C(c2ccc(OC)cc2)N(Cc2ccc(F)cc2)C(=O)C1 (stereo unspecified)	0%	-7%	3%	1%	10%	i	.	2%
COc1cc(/C=C2/S/C(=N/S(=O)(=O)Cc3ccccc3)NC2=O)c([N+](=O)[O-])cc1OC	25µM*	?	-7%	3%	-10%	-6%	-13%	-6%
Cc1ccc(C(=O)N/C(=C\c2sccc2C)C(=O)NCc2ccco2)cc1	5%	-8%	6%	-1%	2%	0%	-3%	2%
CCCc1nc2c(sc3nc4c(cc32)COC(C)(C)C4)c(=O)n1CCN(CC)CC	12%	-3%	-5%	1%	-13%	i	.	-5%
C=CCNc1ncnc2c1cnn2-c1cccc(C)c1	5%	?	-23%	-1%	?	-17%	4%	-3%
CCOC(=O)C(NC(=O)c1ccccc1Cl)(Nc1ccc(C)c(C)c1)C(F)(F)F (stereo unspecified)	-6%	?	0%	-3%	8%	-3%	3%	2%
CCS(=O)(=O)c1c([N+](=O)[O-])ncn1C	180%[activator]	?	-5%	-3%	-1%	2%	3%	-10%
O=C(Cn1cncn1)NCc1ccc(Cl)cc1	-29%	2%	2%	2%	3%	-11%	7%	2%
CN1CCN(c2nc(-c3cccc(NS(C)(=O)=O)c3)nc3ccccc23)CC1	-1%	-9%	0%	4%	-4%	-5%	.	-7%
CCOC(=O)CNC(=O)CSc1nnc(SCC(=O)NCC(=O)OCC)s1	-30%	-1%	-6%	-4%	-7%	6%	-7%	-5%
COc1cc(/C=N/NC(=O)C(=O)NCc2ccco2)cc(Br)c1O	-2%	?	-6%	-3%	4%	-3%	-26%	-2%
CC1(c2ccccc2)O[C@@H]2C[C@H]3[C@@H]4CCC5=CC(=O)C=C[C@]5(C)[C@@]4(F)[C@@H](O)C[C@]3(C)[C@]2(C(=O)CO)O1 (stereo partly specified)	5%	0%	1%	2%	5%	-6%	-4%	-8%
COCCCNC(=O)c1cc2c(-c3ccc(Cl)cc3)nn(C)c2s1	5%	-8%	2%	-2%	?	-8%	.	-3%
Cc1cc(S(=O)(=O)N2CCN(C(=O)CCC(=O)N3CCOCC3)CC2)ccc1Br	8%	2%	2%	-2%	10%	13%	.	-5%
CCOC(=O)C1CCCN(Cc2cc(Br)c(OC)cc2OC)C1 (stereo unspecified)	-9%	-4%	1%	1%	?	i	-6%[11.4 µM]	5%
C=C1C(=O)O[C@@H]2C[C@@H](C)[C@@H]3C=CC(=O)[C@@]3(C)[C@@H](OC(C)=O)[C@H]12	-5%	4µM*	-5%	-3%	1%	i	.	?
CCc1nnc(NC(=O)Cc2ccc(Br)cc2)s1	2%	4%	0%	-2%	-6%	i	-6%	5%
Cc1oc(-c2ccccc2Cl)nc1CS(=O)CC(=O)NCc1ccc(Cl)cc1 (stereo unspecified)	.	-16%	-4%	-5%	.	.	.	-2%
COc1ccc(-c2[nH]nc(-c3ccccc3)c2-c2nc3ccccc3[nH]2)cc1	5%	?	1%	1%	?	i	0%	-6%
N#Cc1c(-c2ccccc2)cc2nc3ccccc3n2c1N	1%	-10%	13%	0%	?	-6%	-5%	3%
Cc1ccc(C)c(OCCN2C(=O)NC3(CCc4ccccc4C3)C2=O)c1 (stereo unspecified)	1%	?	-4%	-1%	-6%	-12%	1%	18%
COc1ccc(NC(=O)c2c(C)oc3ccc(O)c(CN4CCCC(C)C4)c23)cc1Cl (stereo unspecified)	.	-17%	-6%	6%	.	.	.	11%
Cc1ccc(C)cc1	13%	.	-2%	-4%	.	-10%	.	.

Reformatted with values under each structure: four of the compounds above
Every second line gives: RGS12 GoLoco inh, Tau ThT inhib, TRb SRC2 PPI, TR SRC2 fluor cs, KDM4E inh, RECQ1 inh, L3MBTL1 block, Tau fibril FP
COc1ccc(NC(=O)c2c(C)oc3ccc(O)c(CN4CCCC(C)C4)c23)cc1Cl (stereo unspecified)
 : ., -17%, -6%, 6%, ., ., ., 11%
O=C(Nc1ccc(OCc2ccccc2)cc1)Nc1ccccc1C(=O)NCCCN1CCOCC1
 : 1%, ?, -1%, 0%, -45%, -6%, -13%, 2%
CC1(c2ccccc2)O[C@@H]2C[C@H]3[C@@H]4CCC5=CC(=O)C=C[C@]5(C)[C@@]4(F)[C@@H](O)C[C@]3(C)[C@]2(C(=O)CO)O1 (stereo partly specified)
 : 5%, 0%, 1%, 2%, 5%, -6%, -4%, -8%
CC(C)NC(=O)c1ccc(C2SCC(=O)N2Cc2ccccc2)cc1 (stereo unspecified)
 : -6%, -6%, -7%, -7%, -7%, 7%, ?, 9%

New compounds follow.
SMILES	RGS12 GoLoco inh	Tau ThT inhib	TRb SRC2 PPI	TR SRC2 fluor cs	KDM4E inh	RECQ1 inh	L3MBTL1 block	Tau fibril FP
COc1ccccc1NC(=O)Nc1ccc2c(c1)nc(C)n2C	24%	?	3%	-3%	8%	i	2%	6%
CCOC(=O)C(NC(=O)c1cccc(Cl)c1)(Nc1sc2c(c1C(N)=O)CCC2)C(F)(F)F (stereo unspecified)	27%	?	-3%	4%	-11%	-6%	7%	-6%
Cc1ccc(C(=O)NCC(=O)NCC(=O)OCC(=O)c2ccc(F)cc2)cc1	4%	-1%	1%	0%	-3%	-4%	5%	3%
COC(=O)C1=C(C(=O)OC)[C@@H]2N(C)c3ccccc3[C@@]23C[C@@H](CO)N(C(=O)c2cc(C)oc2C)C3=N1	8%[14.2 µM]	6%[11.5 µM]	8%[11.2 µM]	3%[11.2 µM]	5%[11.4 µM]	-4%[11.5 µM]	.	-1%[11.6 µM]
CCCC(=O)Nc1ncnc2c1ncn2[C@@H]1O[C@H]2COP(=O)(O)O[C@@H]2[C@@H]1OC(=O)CCC	5%[21.6 µM]	.	5%[53 µM]	0%[53 µM]	-4%[25.5 µM]	-3%[25.9 µM]	.	.
CC[C@H](NC(C)C)[C@H](O)c1ccc(O)c(O)c1	4%[21.6 µM]	.	-3%	0%	11µM*	-2%[25.9 µM]	.	.

An excerpt; rates above refer to the full screens.
